Compound activity: PubChem BioAssay, several laboratories
BoNT-A LC inh2 – blocks Botulinum neurotoxin A light chain protease; inhibition, % at 10 µM; 0.17% of 360,000 active; multiplex microsphere protease substrate cleavage, flow cytometry; further: plate controls were buffer without enzyme for full effect and enzyme alone for no effect
Y pestis TopoI – Y. pestis Topo-I inhibition via cleavage products. Y. pestis Topo-I cleavage product accumulation, plate reader. activity, % at 10 µM. 0.064% of 360,000 active; in the data active means activity above about 50%, passing the limit was not always enough; inconclusive means no clear call, values can overlap the other calls; further: inactives centre near 2
PrPC TRFRET – cell surface PrPC inhibition, primary TR-FRET screen. TR-FRET read-out. inhibition, % at 13.8 µM. P04156. AID 720596. 0.43% of 370,000 active; in the data active means inhibition above about 24%; further: 0% = median of the test wells and 100% = reference compound wells
SSB-PriA inh – inhibitors of Klebsiella pneumoniae PriA binding to SSB C-terminal tail | AlphaScreen SSBct-PriA binding, biotinylated peptide | inhibition, % at 33 µM | 0.6% of 430,000 active; in the data active means inhibition mostly above about 37%, no sharp cut-off; inactive means mostly below about 20%;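 further: plate controls were negative control peptide for no effect and reference peptide for full effect; strong numbers were not always called active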
TcdB inh – blocks C. difficile toxin B glycohydrolase activity; inhibition, % at 9.99 µM; 0.24% of 350,000 active; TcdB glycohydrolase enzymatic assay, plate reader; P18177; in the data active means inhibition above about 10%
Vc quorum ag – inducers of Vibrio cholerae quorum light production without autoinducers. AID 588436. V. cholerae BH1578 lux reporter, luminescence, 6 h. 0.16% of 350,000 active. activation, % at 18.7 µM; in the data active means activation mostly above about 9.7%, no sharp cut-off; inconclusive means no clear call, values can overlap the other calls; inactive means mostly below about 3.7%; further: not every result past the cut was called active; inactives centre near 0; reference of the scale not given here
Anthrax LF inh2 – anthrax lethal factor protease inhibition; P15917; multiplex microsphere protease cleavage assay, LF; inhibition, % at 10 µM; 0.12% of 360,000 active; further: plate controls were buffer without enzyme for full effect and enzyme alone for no effect
PfHsp40 yeast – restores yeast growth despite PfHsp40 toxicity; S. cerevisiae expressing PfHsp40, growth rescue, ATP luminescence; growth rescue, % at 12.5 µM; 0.68% of 340,000 active; AID 504582; in the data active means growth rescue above about 28%, passing the limit was not always enough; inconclusive means no clear call, values can overlap the other calls;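 further: yeast W303a lacking pdr1 and pdr3 grown in galactose medium; growth measured after three days at 30 °C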
3CLpro inhibitor – SARS-CoV 3CLpro protease inhibition. recombinant SARS-CoV 3CLpro, quenched FRET peptide cleavage. AID 1706. 0.14% of 290,000 active. inhibition, % at 6 µM. P0C6X7; in the data active means inhibition above about 12%
* hit, by the source's call; i = inactive; ? = inconclusive; · = no result given; & = joins results of further samples. Unless noted, no stated cut-off is given here; in the data, active means inhibition above about 30%; inconclusive means no clear call, values can overlap the other calls; inactive means below that.

SMILES	BoNT-A LC inh2	Y pestis TopoI	PrPC TRFRET	SSB-PriA inh	TcdB inh	Vc quorum ag	Anthrax LF inh2	PfHsp40 yeast	3CLpro inhibitor
c1ccc2c(c1)oc1c(-c3cccc4nccn34)cccc12	-0.4	1	6	·	1.4	-0.3	-9	·	·
O=C(Nc1cccc2ccccc12)c1onc2c1CCCC2	·	6	·	-5	·	i	·	1.6	-2
CCC12CCC3c4ccc(O)cc4CCC3C1CC(O)C2O (stereo not drawn)	-0.5	0	-4	-13	7.4	·	-1	1.0	·
COc1cc(/C=C2\SC(=O)N(c3cccc(Cl)c3)C2=O)cc([N+](=O)[O-])c1O	-0.5	-14	0	0	-0.5	i	-5	0.7	1
CC1CN(C(c2cccs2)c2sc3ncnn3c2O)CC(C)O1 (stereo not drawn)	-1.1	0	-12	2	1.7	-0.2	-11	-0.3	3
CN1CCN(S(=O)(=O)c2ccc3c(c2)OCCO3)CC1	-0.4	-7	-4	-13	·	i	-2	-1.0	-3
COc1cc(-c2nnc(CSc3nnc(N)s3)o2)cc(OC)c1OC	-0.4	-4	22	6	·	-0.3	-2	0.4	0
CC1Cc2ccccc2N1C(=O)COC(=O)c1ccc(N(C)C)cc1 (stereo not drawn)	1.1	9	10	3	-1.2	i	0	1.3	·
N/C(=N\OC(=O)c1ccc2c(c1)OCO2)c1ccc(Cl)cc1	-0.4	-1	10	·	0.7	i	4	1.3	2
COC(=O)C1=C(C)N(CCC2=CCCCC2)C(=O)C1	1.2	8	-4	3	·	-1.3	-2	-0.6	4
CCn1c2ccccc2c2cc(Nc3cc(C)nc4ncnn34)ccc21	3.3	30	21	2	-1.1	-0.3	-1	8.1	2
CCOc1ccc(NC(=O)NC(C)c2ccc3c(c2)OCO3)cc1 (stereo not drawn)	-0.2	-1	7	12	-1.0	i	-2	-0.1	-5
CC1CCN(CC(O)COc2ccc(C(=O)c3ccccc3)cc2)CC1 (stereo not drawn)	-0.5	11	5	1	0.4	-2.4	-2	-1.9	3
COc1ccc(NC(=O)CC2C(=O)N(c3ccc(F)cc3)C(=S)N2NC(=O)c2ccc(Cl)cc2)cc1 (stereo not drawn)	1.3	-1	-1	8	·	-0.5	8	-0.6	4
Cc1ccc(OCCNC(=O)Cc2ccc(F)cc2)cc1	-0.5	5	-1	-20	1.5	-0.3	-3	0.2	-1
CCC(=O)Nc1cccc(Br)c1	·	-2	-5	-1	·	i	·	0.1	-6
COCCCNc1c2c(nc3nnnn13)CCCC2	0.5	7	-7	-10	1.0	-0.4	1	-1.9	2
CCCN1CCN(CC(=O)Nc2nnc(C)s2)CC1	6.9	8	1	-12	0.3	-0.6	-10	0.6	1
Cc1cc(Oc2nc3c(C)cccn3c(=O)c2/C=C(\C#N)S(=O)(=O)c2ccc(Cl)cc2)ccc1Cl	1.1	3	-5	-6	·	-0.3	1	0.1	7
COc1ccc(CN2CCN(Cc3ccc4ccccc4c3)CC2)cc1OC	-1.6	22	-7	9	0.7	-10	-4	-0.1	-9
CCOc1ccccc1-n1c(=S)sc2c(=O)n(-c3ccc(C)cc3)c(=S)[nH]c21	-0.3	1	3	-7	-0.8	0.3	0	-0.3	4
CN(Cc1ccon1)C(=O)CC1C(=O)NCCN1CC(C)(C)C (stereo not drawn)	0.5	1	-4	-10	0.4	i	3	-0.4	-2
COc1ccc2c(=O)c(-c3nc(C)cs3)coc2c1	-0.6	5	2	-10	·	-1.4	1	?	0
Cc1ccc(-c2c(C#N)c(N)n(-c3ccccc3)c(=O)c2C#N)cc1	-0.1	-8	7	-8	·	-0.8	-2	-0.1	-3
CSC1=NCCN1C(=O)c1ccc2ccccc2c1	-1.1	-8	3	-4	0.3	-0.4	-2	-0.7	3

Carrying on.
SMILES	BoNT-A LC inh2	Y pestis TopoI	PrPC TRFRET	SSB-PriA inh	TcdB inh	Vc quorum ag	Anthrax LF inh2	PfHsp40 yeast	3CLpro inhibitor
COc1ccc(OCc2n(CC(=O)OC3CC(C)CCC3C(C)C)c3ccccc3[n+]2C)cc1 (stereo not drawn)	2.1	8	4	11	2.4	-0.3	-1	-1.4	-6
COc1ccc(Cl)cc1C(=O)NNC(=S)NC1CCCC1	-0.7	10	6	-17	1.5	i	-3	20	1
Cc1nc(N2CCN(S(=O)(=O)c3ccc(F)cc3)CC2)c2c(C)c(C)sc2n1	-0.3	2	-2	-2	0.4	i	-6	-1.0	·
COc1cccc(S(=O)(=O)N(C)C[C@@H]2OCc3cnnn3CCCC(=O)N([C@H](C)CO)C[C@@H]2C)c1	0.0	-6	-4	·	0.0&0.1	0.5	3	·	·
COc1ccc(S(=O)(=O)Nc2ccc3c(c2)OCCO3)cc1Cl	0.2	-5	3	-9	·	0.6	-2	-0.6	-3
COc1cccc(/C=N/NC(=O)c2cc(-c3cccn3C)n[nH]2)c1O	-1.3	-8	3	·	-1.3	i	-3	160*	-3
CCCCCCN1C[C@@H](n2cc(C3CC3)nn2)[C@H](O)C[C@@H]1c1ccc(C)cc1	-0.1	19	4	·	1.8	i	-5	·	·
CC(=O)c1ccc(NC(=O)Nc2ccc([N+](=O)[O-])cc2C)cc1	0.2	-10	6	-5	·	-0.9	0	-0.1	-4
COC(=O)Cc1ccc(NC(=O)c2ccc3c(c2)C(=O)N(Cc2cccnc2)C3=O)cc1	3.3	5	-3	-4	-0.4	-0.6	-2	0.5	-2
CCOC(=O)[C@]12Cc3cc(OC)ccc3[C@H]1N(C1CCCCC1)C(=O)c1cc(OC)ccc12	1.0	·	22	·	1.6	·	-1	·	·
CCn1ccnc1CN(C)C(=O)C1CCC(=O)N(CCc2cccc(F)c2)C1 (stereo not drawn)	·	2	-5	-4	3.0	-0.4	·	4.4	3
CC1CC(C)CN(S(=O)(=O)c2ccc3c(c2)CC(C)N3C(=O)C2CCC2)C1 (stereo not drawn)	-0.7	14	6	-12	0.2	-0.4	-4	-0.3	1
O=C(NC(=S)NCc1ccccc1)c1ccc2c(c1)OCO2	-0.5	11	10	-13	·	-0.7	-4	3.3	8
O=C(CCN1C(=O)c2cccc([N+](=O)[O-])c2C1=O)NC1CCCCCC1	-0.6	5	-3	-4	0.8	i	-8	-0.1	·
O=C(NCCc1ccc2c(c1)OCO2)C1CCN(S(=O)(=O)c2ccc(Cl)cc2)CC1	1.0	20	10	-5	1.7	-0.2	3	-0.2	-1
O=C(O)c1cc(-c2ccc(-c3ccc(F)cc3)o2)nc2ccccc12	1.7	12	-10	5&-12	1.5	i	-6	0.2	3
CCN(CC)S(=O)(=O)c1cc(C(=O)Nc2ccccn2)ccc1C	?	2	-5	3	·	0.1	-5	4.2	1
O=C(NCCc1ccc(Cl)cc1)C1COc2ccccc2O1 (stereo not drawn)	0.6	1	-4	-20	1.1	-0.4	-3	0.8	2
CN1CCOCCOc2ccccc2OCCOCC1	-6.2	0	7	-11	-1.1	-0.2	17	-0.1	·
COc1cccc(NC(=O)CSc2nnc(-c3cc(-c4ccccn4)nc4ccccc34)o2)c1	0.6	-2	4	-15	·	3.6	0	1.7	1
CCN(C[C@H]1N[C@@](CC)(C(=O)OC)[C@H]2C(=O)N(Cc3ccccc3)C(=O)[C@@H]12)C(=O)c1ccc(C)cc1	0.1	22	0	-8	0.6	i	-6	-0.6	·
COc1ccc(S(=O)(=O)N2CCOCC2)cc1NC(=O)c1ccc(S(=O)(=O)N(C)c2ccccc2OC)cc1	0.2	13	10	-5	0.4	i	0	2.3	·
COCCNc1nnc(SC(C)C(=O)Nc2ccc(-c3nc4ccc(C)cc4s3)cc2)s1 (stereo not drawn)	2.0	18	8	-6	·	-1.8	2	0.3	4
NS(=O)(=O)c1ccc(O)c(N2C(=O)c3cccc4c(C(=O)O)ccc(c34)C2=O)c1	-0.5	4	-12	-7	0.3	i	2	-0.3	1
CSCCC(NC(=O)COc1ccccc1)C(=O)OCCOc1ccc(C)cc1 (stereo not drawn)	-1.4	28	-3	-12	0.2	i	-1	2.3	·

Later entries:
SMILES	BoNT-A LC inh2	Y pestis TopoI	PrPC TRFRET	SSB-PriA inh	TcdB inh	Vc quorum ag	Anthrax LF inh2	PfHsp40 yeast	3CLpro inhibitor
Cc1ccc(C)c(NC(=S)NC(NC(=O)OCc2ccccc2)C(Cl)(Cl)Cl)c1 (stereo not drawn)	-1.2	6	9	6	·	i	-3	0.4	6
COc1ccccc1/C=C/C(=O)N1CCN(S(=O)(=O)c2cccs2)CC1	0.3	30	-4	-1	1.7	i	-5	-0.5	·
C/C(CC(=O)Nc1ccc(Cl)c(C(F)(F)F)c1)=N\NC(=O)c1cc2ccccc2cc1O	0.4	-7	-6	·	·	-0.2	0	0.0	0
CN1OC[C@@H]2CN(Cc3ccccc3)[C@H](c3cccc(-c4ccc(C#N)cc4)c3)C[C@@H]21	0.4	31	-5	4	3.8	-0.5	0	0.4	·
O=C(CN1CCCCCC1)N/N=C/c1cccs1	0.1	4	0	·	·	i	0	-0.8	5
CC1=C/C(=N\N=C2\NC(=O)C(CC(=O)Nc3ccccc3F)S2)CC(C)(C)C1 (stereo not drawn)	-0.7	18	-1	·	0.2	8.3	-2	0.6	4
COc1ccc(OCC(O)CN(C)C(=O)C(C)Oc2ccccc2)cc1 (stereo not drawn)	-2.4	11	-2	-7	0.4	-0.3	-12	-0.6	2
CCN(Cc1ccccc1)S(=O)(=O)CCNC(=O)c1ccccc1	-3.5	0	-2	-11	1.4	i	3	1.0	·
Cc1cc(C)nc(NC(=O)Cc2ccc([N+](=O)[O-])cc2)c1	-0.5	-1	0	9	·	-0.3	3	0.4	-7
CCC(CC)C(=O)Nc1ccc(C(=O)c2ccccc2)cc1	-0.3	3	10	-10	·	-0.6	-1	-0.8	3
Cc1oc(=O)c(NC(=O)c2cccc(Cl)c2)cc1C(=O)c1ccccc1	?	-4	3	2	-0.4	-2.6	0	-0.3	7
Cc1cc(/C=C(\C#N)C(=O)NCC2CCCO2)c(C)n1-c1ccc(Cl)cc1 (stereo not drawn)	-0.1	6	11	7	·	-5.0	-2	1.8	1
COc1ccc(N2CC(C(=O)Nc3cccc(S(=O)(=O)N4CCCC4)c3)CC2=O)c(OC)c1 (stereo not drawn)	-0.9	-11	-8	6	0.1	i	-1	0.0	·
CC1CC(=O)Nc2ccccc2N1S(=O)(=O)c1ccc(C#N)cc1 (stereo not drawn)	-1.4	-1	7	-12	-0.1	-0.5	-8	0.4	-8
O=C(NCCNC(=O)c1ccccc1Br)c1ccccc1Br	·	-2	8	-2	-0.8	-0.5	·	1.4	-5
COc1ccccc1N1C(=O)c2ccccc2NC1C(OC)OC (stereo not drawn)	-1.0	7	1	-4	·	-0.7	2	0.6	2
COCCNc1nc(Nc2ccc(C)cc2C)c2sc(-c3ccccc3)cc2n1	1.7	0	-1	·	0.3	-0.2	2	·	·
C[C@@H]1CN([C@@H](C)CO)C(=O)CCCn2nncc2CO[C@H]1CN(C)C(=O)CCC(F)(F)F	-0.6	1	7	·	-1.5&-0.7&-0.3	i	-2	·	·
COCCC(=O)N1CCC(Oc2ccc(C(=O)N3CCCCCCC3)cc2)CC1	-1.1	13	3	5	-0.5	i	0	0.3	-2
O=C(Cc1ccc([N+](=O)[O-])cc1)Nc1cccnc1	-0.4	0	-9	8	1.2	-0.9	-10	-0.8	1
O=C(Nc1nc(N2C(=O)c3ccccc3C2=O)n(-c2ccccc2)n1)c1ccc(Cl)cc1	-0.5	0	-1	3	·	i	2	0.7	5

Entries of single compounds from above. Order of values: BoNT-A LC inh2 | Y pestis TopoI | PrPC TRFRET | SSB-PriA inh | TcdB inh | Vc quorum ag | Anthrax LF inh2 | PfHsp40 yeast | 3CLpro inhibitor
Listed for COc1ccc(OCC(O)CN(C)C(=O)C(C)Oc2ccccc2)cc1 (stereo not drawn) : -2.4 | 11 | -2 | -7 | 0.4 | -0.3 | -12 | -0.6 | 2
Listed for COCCC(=O)N1CCC(Oc2ccc(C(=O)N3CCCCCCC3)cc2)CC1 : -1.1 | 13 | 3 | 5 | -0.5 | i | 0 | 0.3 | -2
Listed for Cc1cc(C)nc(NC(=O)Cc2ccc([N+](=O)[O-])cc2)c1 : -0.5 | -1 | 0 | 9 | · | -0.3 | 3 | 0.4 | -7
Listed for C[C@@H]1CN([C@@H](C)CO)C(=O)CCCn2nncc2CO[C@H]1CN(C)C(=O)CCC(F)(F)F : -0.6 | 1 | 7 | · | -1.5&-0.7&-0.3 | i | -2 | · | ·

The list is partial; rates above refer to the full screens.
